PfGluPho inh = PfG6PD (Plasmodium falciparum) enzyme inhibition | inhibition, % at 20 µM | PfGluPho enzyme, NADPH resazurin-diaphorase fluorescence | actives 0.78% (n = 350,000);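 active = inhibition reaching at least a set limit at 20 µM in the primary screen, cut at about 59% in these data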;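 note: 0% = DMSO wells with substrate and 100% = DMSO wells lacking glucose-6-phosphate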
ATG4B inh = inhibitors of human ATG4B cysteine protease; Q9Y4P1; ATG4B cleavage of LC3-PLA2, NBD-HPC fluorescence, 1 h; inhibition, % at 8.33 µM; actives 0.51% (n = 340,000); AID 504462; in the data active = inhibition above about 40%
hIAP act = human IAP activation; purified human IAP, CDP-Star luminescence, 30 min; hits give high values; 1 = vehicle-only enzyme, 0 = enzyme-free background; activation factor at 10 µM; actives 0.16% (n = 330,000); AID 2524;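 active = activation factor of the enzyme at least 2-fold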; note: the source names both 10 and 20 µM as test concentration; values of inactives mirror those of a sister screen read the other way
hIAP block = human IAP inhibition; P09923; purified IAP, CDP-Star luminescence, 30 min; inhibition, % at 10 µM; actives 0.12% (n = 330,000); AID 2544;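 active = inhibition reaching a set limit with compound at 10 µM in the primary screen, cut at about 35% in these data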;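 note: plate controls were DMSO wells with enzyme for no effect and no-enzyme buffer wells for full effect; values of inactives mirror those of a sister screen read the other way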
A3A deaminase = inhibitors of human APOBEC3A DNA deaminase. P31941. recombinant A3A, FAM/TAMRA ssDNA deamination fluorescence. inhibition, % at 20 µM. actives 0.41% (n = 330,000). AID 493011;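 active = at least 40% inhibition at 20 µM here, with at most 30% in a related deaminase screen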;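 note: plate controls were A3A with DMSO for no effect and wells lacking A3A enzyme for full effect; some results filed as inactive read as strong as hits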
Target sequence (P31941 whole entry, looked up): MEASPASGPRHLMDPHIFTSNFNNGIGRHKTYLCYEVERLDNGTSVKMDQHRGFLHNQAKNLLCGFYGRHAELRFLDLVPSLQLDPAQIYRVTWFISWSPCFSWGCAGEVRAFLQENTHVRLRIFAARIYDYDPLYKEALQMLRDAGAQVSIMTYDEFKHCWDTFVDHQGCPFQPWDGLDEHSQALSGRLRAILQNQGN
HKDC1 inhibitor = blocks human hexokinase HKDC1 activity | Q2TB90 | recombinant HKDC1, G6PDH/diaphorase resazurin coupled fluorescence | inhibition, % at 20 µM | actives 0.16% (n = 340,000) | AID 493160;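 active = inhibition above about 35% when tested at 20 µM, limit read from the data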;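 note: plate controls were DMSO wells with enzyme for no effect and DMSO wells lacking enzyme for full effect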
Target sequence (Q2TB90 whole entry, looked up): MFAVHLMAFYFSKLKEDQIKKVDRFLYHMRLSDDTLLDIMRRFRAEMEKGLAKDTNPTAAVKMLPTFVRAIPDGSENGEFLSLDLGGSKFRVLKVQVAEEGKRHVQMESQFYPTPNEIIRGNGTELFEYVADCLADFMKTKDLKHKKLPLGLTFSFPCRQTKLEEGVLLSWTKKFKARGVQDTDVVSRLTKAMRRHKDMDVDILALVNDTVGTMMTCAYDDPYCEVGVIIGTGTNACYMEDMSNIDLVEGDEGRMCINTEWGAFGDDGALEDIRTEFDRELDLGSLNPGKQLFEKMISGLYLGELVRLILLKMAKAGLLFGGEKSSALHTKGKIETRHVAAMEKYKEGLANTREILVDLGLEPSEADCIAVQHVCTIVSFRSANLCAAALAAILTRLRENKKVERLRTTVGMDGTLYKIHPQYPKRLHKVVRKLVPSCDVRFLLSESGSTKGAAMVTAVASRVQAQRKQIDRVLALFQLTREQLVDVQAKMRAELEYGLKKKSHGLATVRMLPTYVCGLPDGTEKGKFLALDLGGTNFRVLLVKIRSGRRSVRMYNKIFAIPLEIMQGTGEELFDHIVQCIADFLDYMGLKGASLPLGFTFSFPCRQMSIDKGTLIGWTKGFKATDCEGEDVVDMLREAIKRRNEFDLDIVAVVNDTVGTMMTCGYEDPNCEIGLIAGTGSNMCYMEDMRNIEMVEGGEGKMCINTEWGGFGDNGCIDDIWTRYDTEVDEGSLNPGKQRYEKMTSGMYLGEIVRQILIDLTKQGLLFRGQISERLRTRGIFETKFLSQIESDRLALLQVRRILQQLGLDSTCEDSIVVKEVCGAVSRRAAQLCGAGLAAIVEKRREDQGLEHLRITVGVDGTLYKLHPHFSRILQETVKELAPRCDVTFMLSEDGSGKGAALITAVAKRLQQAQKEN
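test system = in-house recombinant HK5 (HKDC1) enzyme | amount = HKDC1 at 5 µg/mL | control set = DMSO-enzyme wells negative, buffer-substituted wells positive | compound = one dose of 20 µM, 1% DMSO | schedule = reaction time 90 min, room temperature, protected from light | technique = resorufin fluorescence at 613 nm | reagent = glucose with 1 mM ATP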
mIAP inh = blocks mouse intestinal alkaline phosphatase | actives 0.2% (n = 330,000) | purified mouse IAP, CDP-Star luminescence, 30 min | inhibition, % at 10 µM;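 active = inhibition of at least 40% at 10 µM in the primary screen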;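 note: plate controls were DMSO with enzyme for no effect and no enzyme wells for full effect; values of inactives mirror those of a sister screen read the other way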
mIAP activ = mouse IAP activation; muIAP, CDP-Star luminescence, 30 min; hits give high values; 1 = vehicle-only enzyme signal, 0 = enzyme-free wells; activation factor at 10 µM; actives 0.24% (n = 330,000); AID 2805;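 active = activation factor of at least 2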; note: the source names both 10 and 20 µM as test concentration; values of inactives mirror those of a sister screen read the other way
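Assay system: mouse IAP enzyme; reagent: chemiluminescent substrate CDP-Star; dosing: test compounds delivered from DMSO solution; schedule: 30 min at room temperature; measured by: luminescence from enzymatic CDP-Star hydrolysis; controls: DMSO-only wells and no-enzyme negative control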
Starred values were filed as active, the others as inactive.

PfGluPho inh | ATG4B inh | hIAP act | hIAP block | A3A deaminase | HKDC1 inhibitor | mIAP inh | mIAP activ | Structure
-8 | 1 | 0.96 | 4 | -2 | 2 | 7 | 0.93 | CCOc1ccc(CCNC(=O)CSc2cc(=O)n(CC)c3ccccc23)cc1OCC
-7 | 2 | 0.99 | 1 | -3 | -3 | -5 | 1 | Cn1c(SC2C(=O)CC(C)(C)CC2=O)nnc1-c1ccco1
56 | 19 | 0.88 | 12 | 24 | -4 | 9 | 0.91 | C=CCn1c(O)c(C=Nc2ccccc2)sc1=S
-4 | 1 | 1.1 | -11 | -4 | -5 | -4 | 1 | Cc1nc(N2CCNCC2)c2c3c(sc2n1)CCCC3
-8 | -4 | 0.9 | 10 | 0 | 0 | 1 | 0.99 | CCc1ccccc1N1CC(C(=O)Nc2cc(C)on2)CC1=O (stereo not given)
33 | 3 | 1.1 | -10 | 4 | -4 | 5 | 0.95 | Cc1ccc(C)c(-n2ccnc2SCC(=O)c2c(N)n(C3CC3)c(=O)[nH]c2=O)c1
10 | -7 | 0.82 | 18 | -2 | -8 | 4 | 0.96 | CC(C)(C)C1=C(C#N)C(c2cccnc2)C(C#N)=C(N)O1 (stereo not given)
5 | -14 | 0.94 | 6 | 0 | -1 | -1 | 1 | COc1cccc(C(=O)OCCN2C(=O)c3ccccc3C2=O)c1OC
-23 | 4 | 0.96 | 4 | -4 | -3 | 7 | 0.93 | C/C(CC(=O)Nc1cc(C)ccn1)=N\NC(=O)c1cccc(F)c1
-13 | 3 | 0.99 | 1 | 1 | 6 | -3 | 1 | CCOC(=O)CNC(=O)C(Cc1ccccc1)NC(=O)OCc1ccccc1 (stereo not given)
9 | -16 | 1.1 | -6 | -1 | -1 | -3 | 1 | COc1ccc([N+](=O)[O-])cc1NC(=O)Nc1ccccc1
5 | 4 | 1 | -1 | -3 | 3 | -28 | 1.3 | CC1(C(=O)NCc2cc(F)cc(C(F)(F)F)c2)C=CC2(CCCCC2)N1C(=O)c1ccccc1 (stereo not given)
0 | 6 | 1 | -4 | 1 | 4 | -13 | 1.1 | COc1ccc(NC(=O)CSCC(=O)Nc2ccccc2N2CCCCC2)cc1
-2 | -2 | 1 | -1 | 0 | -6 | -8 | 1.1 | CC(CCCC(C)(C)O)NC(=O)c1ccc(OC2CCN(C(=O)C3CC3)CC2)cc1 (stereo not given)
8 | 1 | 1 | -2 | 0 | 1 | 1 | 0.99 | CCOc1ccc(-c2c(=O)n(OCc3ccccn3)c3ccccc3[n+]2[O-])cc1
-20 | -5 | 0.96 | 4 | 2 | 29 | 11 | 0.89 | Cc1cc2cc(CCNC(=O)c3ccc(C)c([N+](=O)[O-])c3)c(=O)[nH]c2cc1C
-18 | 10 | 0.94 | 6 | 0 | -12 | -1 | 1 | O=C(COc1ccccc1)NCc1cccs1
-13 | 7 | 0.9 | 10 | 2 | -5 | 9 | 0.91 | NS(=O)(=O)c1ccc(CNC(=O)CNC(=O)c2ccc(Br)o2)cc1
23 | 3 | 1.1 | -8 | -4 | 7 | 5 | 0.95 | Cn1cc(S(=O)(=O)CC(=O)Nc2ccc3c(c2)OCO3)c2ccccc21
-1 | -11 | 0.97 | 3 | -2 | 3 | 7 | 0.93 | COc1ccc(-c2noc(CCCc3ccccc3)n2)cc1OC
13 | 8 | 1.4 | -35 | -1 | 2 | 1 | 0.99 | CCOC(=O)c1c(NC(=O)COc2ccccc2F)sc2c1CC(C)(C)NC2(C)C
-2 | 0 | 1.1 | -7 | 2 | -5 | -6 | 1.1 | COc1ccc(NC(=O)CCN2C(=O)C3CC=C(Cl)CC3C2=O)cc1 (stereo not given)
-2 | 9 | 1 | -5 | -2 | -2 | 10 | 0.9 | Cc1nn(C)cc1CNCc1c(C(=O)N2CCCCC2)nc2c(C)cccn12
12 | -1 | 1.1 | -11 | -3 | -6 | -11 | 1.1 | CC1CCN(C(=O)c2ccc(N3C(=O)c4ccccc4C3=O)cc2)CC1

Record cards, as listed above.
COc1ccc(NC(=O)CCN2C(=O)C3CC=C(Cl)CC3C2=O)cc1 (stereo not given) is entered as PfGluPho inh: -2; ATG4B inh: 0; hIAP act: 1.1; hIAP block: -7; A3A deaminase: 2; HKDC1 inhibitor: -5; mIAP inh: -6; mIAP activ: 1.1
Cn1cc(S(=O)(=O)CC(=O)Nc2ccc3c(c2)OCO3)c2ccccc21 is entered as PfGluPho inh: 23; ATG4B inh: 3; hIAP act: 1.1; hIAP block: -8; A3A deaminase: -4; HKDC1 inhibitor: 7; mIAP inh: 5; mIAP activ: 0.95

Grouped by structure: the compounds so far with four or more nitrogen atoms.
PfGluPho inh | ATG4B inh | hIAP act | hIAP block | A3A deaminase | HKDC1 inhibitor | mIAP inh | mIAP activ | Structure
-4 | 1 | 1.1 | -11 | -4 | -5 | -4 | 1 | Cc1nc(N2CCNCC2)c2c3c(sc2n1)CCCC3
33 | 3 | 1.1 | -10 | 4 | -4 | 5 | 0.95 | Cc1ccc(C)c(-n2ccnc2SCC(=O)c2c(N)n(C3CC3)c(=O)[nH]c2=O)c1
10 | -7 | 0.82 | 18 | -2 | -8 | 4 | 0.96 | CC(C)(C)C1=C(C#N)C(c2cccnc2)C(C#N)=C(N)O1 (stereo not given)
-23 | 4 | 0.96 | 4 | -4 | -3 | 7 | 0.93 | C/C(CC(=O)Nc1cc(C)ccn1)=N\NC(=O)c1cccc(F)c1
-2 | 9 | 1 | -5 | -2 | -2 | 10 | 0.9 | Cc1nn(C)cc1CNCc1c(C(=O)N2CCCCC2)nc2c(C)cccn12

Continued:
PfGluPho inh | ATG4B inh | hIAP act | hIAP block | A3A deaminase | HKDC1 inhibitor | mIAP inh | mIAP activ | Structure
-14 | -14 | 1.2 | -15 | 0 | 1 | -26 | 1.3 | CC(OC(=O)CC1CC2CCC1C2)C(=O)Nc1cccc(S(=O)(=O)N2CCOCC2)c1 (stereo not given)
17 | -6 | 0.97 | 3 | -5 | 11 | 2 | 0.97 | COc1cc2c(cc1OC)-c1cc(Nc3ccc(C(=O)O)cc3)nc(=O)n1CC2
8 | -4 | 1.2 | -23 | 3 | 1 | -3 | 1 | O=C(Nc1nc(-c2ccccn2)cs1)C1CCCC1
7 | -9 | 0.84 | 16 | -3 | -1 | 1 | 0.99 | Nc1nnc(SCC(=O)N2CCN(c3ccccc3)CC2)s1
15 | -7 | 0.89 | 11 | -2 | 1 | 3 | 0.97 | Cc1c(-c2ccccc2)cn2c1-c1ccc(C)n1CC2
-10 | -2 | 0.99 | 1 | 5 | -3 | 2 | 0.97 | O=C(COC(=O)C1COc2ccccc2O1)NC(=O)Nc1ccc2c(c1)OCCO2 (stereo not given)
-2 | -13 | 0.91 | 9 | -1 | -3 | 3 | 0.97 | CCc1ccc(CNC(=O)Cn2nc(-c3ccccc3)ccc2=O)cc1
0 | -5 | 0.93 | 7 | -5 | -8 | 6 | 0.94 | COc1cc(/C=C/C(=O)OCC(=O)NC2CC2)cc(S(=O)(=O)N2CCc3ccccc32)c1OC
10 | -10 | 0.6 | 40* | -2 | 1 | 4 | 0.96 | CCCCC#Cc1cncc(C(=O)N/N=C/c2cccc(OC)c2)c1
6 | -2 | 1 | 0 | 2 | -3 | 9 | 0.91 | Cc1ccc(N(CC(=O)NCCSCc2ccco2)S(=O)(=O)c2ccc(F)cc2)cc1
0 | -14 | 0.96 | 4 | 1 | -4 | 9 | 0.91 | COc1ccc(CCNC(=O)CSc2nnc(-c3ccc(F)cc3)c3ccccc23)cc1OC
10 | 6 | 0.98 | 2 | 2 | 7 | -4 | 1 | N/C(Cc1ccc([N+](=O)[O-])cc1)=N\OC(=O)Cc1ccc(Cl)cc1

Some of these compounds in order of number of heavy atoms, low to high:
PfGluPho inh | ATG4B inh | hIAP act | hIAP block | A3A deaminase | HKDC1 inhibitor | mIAP inh | mIAP activ | Structure
8 | -4 | 1.2 | -23 | 3 | 1 | -3 | 1 | O=C(Nc1nc(-c2ccccn2)cs1)C1CCCC1
15 | -7 | 0.89 | 11 | -2 | 1 | 3 | 0.97 | Cc1c(-c2ccccc2)cn2c1-c1ccc(C)n1CC2
6 | -2 | 1 | 0 | 2 | -3 | 9 | 0.91 | Cc1ccc(N(CC(=O)NCCSCc2ccco2)S(=O)(=O)c2ccc(F)cc2)cc1

Later entries:
PfGluPho inh | ATG4B inh | hIAP act | hIAP block | A3A deaminase | HKDC1 inhibitor | mIAP inh | mIAP activ | Structure
-10 | -7 | 1 | -4 | -2 | -4 | -3 | 1 | CC(C)C(OC(=O)c1cccs1)C(=O)NCc1cccs1 (stereo not given)
12 | -3 | 0.88 | 12 | -4 | -7 | 2 | 0.98 | CC(=O)N1CCN(C(=O)c2cc(S(=O)(=O)N3CCCCC3)ccc2Cl)CC1
7 | -2 | 1.2 | -19 | -3 | 3 | -5 | 1.1 | Cc1cccc(NC(=O)CCCCCN2C(=O)[C@@H]3Cc4ccccc4CN3C2=O)c1
-13 | 0 | 1 | -4 | -2 | 2 | -5 | 1.1 | COc1cc(NC(=O)CCCNC(=O)Cn2cnc3sc4c(c3c2=O)CCCC4)cc(OC)c1OC
17 | 2 | 1 | -4 | 6 | 8 | 0 | 1 | O=S(=O)(c1ccc(Cl)cc1)c1cc(O)ccc1O
6 | 1 | 0.84 | 16 | 7 | -2 | -4 | 1 | O=C(Nc1ccc2c(c1)OCO2)c1n[nH]c(=O)c2ccccc12
0 | -8 | 1 | -4 | 0 | -15 | 2 | 0.98 | C/C(=N/OCC(=O)NCCCCCCNC(=O)CO/N=C(/C)c1cccs1)c1cccs1
-10 | 8 | 0.9 | 10 | 4 | -15 | -1 | 1 | CC(NC(=O)c1ccc(N2CCCC2=O)cc1)c1ccccc1 (stereo not given)
0 | -5 | 0.9 | 10 | -5 | 1 | 4 | 0.96 | COCCCN1CN(S(=O)(=O)c2ccc(Cl)cc2)c2nc3ccccc3nc21
11 | -4 | 1.1 | -12 | -3 | 1 | -1 | 1 | CN(C)S(=O)(=O)Oc1ccsc1C(=O)Nc1ccc(Cl)cc1
1 | -2 | 1.1 | -6 | -1 | 4 | -10 | 1.1 | Cc1ccc(S(=O)(=O)N2CCN(c3ncccn3)CC2)c(C)c1
11 | -3 | 1.2 | -15 | -4 | -4 | -6 | 1.1 | CC(C)(C)OC(=O)C[C@@H]1C/C=C\C[C@@H](CC(=O)N(CCO)Cc2ccccc2)C(=O)N2CCC[C@H]2COC1=O
9 | -8 | 1.2 | -17 | -5 | 5 | -4 | 1 | COc1ccc(/C=N\NC(=O)CNC(=O)C2COc3ccccc3O2)cc1[N+](=O)[O-] (stereo not given)
4 | -12 | 0.85 | 15 | -4 | 0 | 2 | 0.98 | N#Cc1ccc(CSc2nnc(-c3cccs3)n2-c2ccccc2)cc1
5 | -6 | 1.1 | -11 | 3 | -9 | 2 | 0.98 | CC(C)(Cc1ccccc1)/[N+]([O-])=C\c1ccccc1
-1 | 2 | 1 | -3 | 1 | 1 | -25 | 1.3 | CN1C(C(=O)NCc2cccc(Br)c2)CC2Cn3c(nc4cc(Cl)c(Cl)cc43)C21 (stereo not given)
-2 | 2 | 0.91 | 9 | -1 | -12 | -2 | 1 | O=C(NC12CC3CC(CC(C3)C1)C2)c1cccnc1
5 | -11 | 0.92 | 8 | -5 | -3 | -2 | 1 | CNC(=O)COC(=O)/C=C/c1cn(-c2ccccc2)nc1-c1ccc2c(c1)OCCO2
-7 | -1 | 0.85 | 15 | -1 | -2 | -3 | 1 | CC(C)c1nc(NCCO)c(C#N)c2c1CCCC2
5 | 8 | 0.92 | 8 | -6 | -5 | 13 | 0.87 | COc1ccc(NC(=O)C2CC3CCC2C3)c(OC)c1 (stereo not given)
31 | 5 | 1.2 | -22 | 1 | -3 | 8 | 0.92 | N#CC1=C(N)Oc2c(oc(CO)cc2=O)C1c1ccccc1[N+](=O)[O-] (stereo not given)
-2 | -1 | 1 | -2 | 7 | 6 | 3 | 0.97 | CC(/C=N/NC(=O)Cn1nnc(N)n1)=C\c1ccc(C(C)C)cc1
